Source: PubChem BioAssay
RT RNaseH block = inhibitors of HIV-1 reverse transcriptase RNase H. inhibition, % at 10 µM. AID 565. 1.9% of 65,000 active. RT-RNase H RNA/DNA duplex cleavage, fluorescence; in the data active means inhibition above about 50%
RmlC RmlD mix = inhibitors of RmlC and RmlD coupled enzymes. AID 1532. RmlC/RmlD coupled enzyme inhibition, 384-well mixture HTS. inhibition, % at 5.5 µM. 0.39% of 110,000 active; in the data active means inhibition above about 30%, passing the limit was not always enough; further: strong numbers were not always called active
An asterisk follows results filed as active; / = not tested or not shown.

Start of the data: the first 5 entries, ahead of the listing:
Every second line gives: RT RNaseH block | RmlC RmlD mix
Cc1ccc(-c2nnn(CC(=O)N(c3ccccc3F)C(C(=O)NCC3CCCO3)c3c[nH]c4ccccc34)n2)cc1 (configuration not stated)
  / | -13
O=C(Nc1ccc(Br)cc1Cl)Nn1cnnc1
  -12 | 136
O=C(CC(NC(=O)c1ccccc1Cl)c1ccccc1)Nc1ccc2c(c1)OCO2 (configuration not stated)
  / | 2
Cc1ccc(-c2n[nH]c(=S)n2C)cc1
  -9 | 7
COc1ccc(C(=O)CSc2nnc(C3CC3)n2N)cc1
  / | -13

All compounds of this part, from the start:
Every second line gives: RT RNaseH block | RmlC RmlD mix
Cc1ccc(-c2nnn(CC(=O)N(c3ccccc3F)C(C(=O)NCC3CCCO3)c3c[nH]c4ccccc34)n2)cc1 (configuration not stated)
  / | -13
O=C(Nc1ccc(Br)cc1Cl)Nn1cnnc1
  -12 | 136
O=C(CC(NC(=O)c1ccccc1Cl)c1ccccc1)Nc1ccc2c(c1)OCO2 (configuration not stated)
  / | 2
Cc1ccc(-c2n[nH]c(=S)n2C)cc1
  -9 | 7
COc1ccc(C(=O)CSc2nnc(C3CC3)n2N)cc1
  / | -13
Cc1ccc(C2C(=O)N(C3CCC(C)CC3)CC(=O)N2C2CCCC2)cc1 (configuration not stated)
  / | -13
CCC(=Nc1ccc(OC)cc1OC)c1c(O)[nH]c(=O)[nH]c1=O
  -4 | -5
CCOC(=O)C1CCCN(CC(=O)Nc2c(C(=O)OC)[nH]c3ccc(Cl)cc23)C1 (configuration not stated)
  -1 | 8
O=C(NCc1ccco1)c1cc(-c2ccccc2)on1
  -14 | 8
CCOC(=O)c1sc(=NC(=O)c2ccc(S(=O)(=O)N3CCOCC3)cc2)n(C)c1C
  -1 | /
CC(=O)N1[C@H](Cc2ccccc2)C=C[C@]1(C)C(=O)NCCc1c[nH]c2ccccc12
  / | -13
O=C(OCC(=O)N1N=C(c2ccc(Cl)cc2)CC1c1ccco1)c1ccccc1O (configuration not stated)
  / | -16
CCNC(=O)NC(=O)C(C)OC(=O)c1oc2ccc(OC)cc2c1C (configuration not stated)
  / | 21
CC1(C(=O)O)C=CCN1C(=O)c1ccccc1 (configuration not stated)
  / | -1
CCOCCCNC(=O)Cn1nc(-c2ccccc2)ccc1=O
  -4 | /
Cc1cc2ncn(/N=C/c3cc(Br)ccc3O)c2cc1C
  42 | -8
N#Cc1c(N)nc(SCC(=O)NCc2ccc3c(c2)OCO3)c(C#N)c1-c1cccs1
  11 | 3
Cc1ccc(C)c(N2CCN(C(=O)c3cn(C)c4ccc(S(=O)(=O)N(C)C)cc4c3=O)CC2)c1
  / | 8
O=C(CCN1Cc2ccccc2C1)c1ccc2c(c1)OCCO2
  10 | 10
CC(NC(=O)Cc1ccc(F)cc1)c1ccccc1 (configuration not stated)
  / | 7

Rewritten as tab-separated lines: part of the list above.
Compound	RT RNaseH block	RmlC RmlD mix
COc1ccc(C(=O)CSc2nnc(C3CC3)n2N)cc1	/	-13
Cc1ccc(C2C(=O)N(C3CCC(C)CC3)CC(=O)N2C2CCCC2)cc1 (configuration not stated)	/	-13

The list continues:
Every second line gives: RT RNaseH block | RmlC RmlD mix
O=C(Nc1ccc(Cc2ccncc2)cc1)c1ccc(Cl)c([N+](=O)[O-])c1
  / | 11
COc1cccc(N(C(=O)c2ccn[nH]2)C2(C(=O)Nc3c(C)cccc3C)CCCCC2)c1
  9 | -8
CCC1CCCCN1C/C=C/c1ccccc1[N+](=O)[O-] (configuration not stated)
  / | 86
CCN(CC)CCN1C(=O)C(O)=C(C(C)=O)C1c1ccccc1 (configuration not stated)
  -6 | /
Cc1[nH]nc2c1C(C(C)C)C(C#N)=C(N)O2 (configuration not stated)
  -18 | 9
CCOC(=O)c1c(NC(=O)c2csc(C)c2)sc(C(C)=O)c1C
  -11 | /
CCNS(=O)(=O)c1ccc(C)c(-n2cnnn2)c1C
  / | -7
COc1ccc(C2(O)CC3CCC(C2)N3c2nc(C)cc(C)c2C#N)cc1 (configuration not stated)
  -2 | -12
CCOC(=O)CCCn1ncn2c(cc3occc32)c1=O
  / | 8
Cc1nc(Nc2ccc(Br)cc2Br)c([N+](=O)[O-])c(=O)[nH]1
  / | -12
COc1ccc(-c2cc(C(F)(F)F)nc(NCc3cccnc3)n2)cc1
  / | -20
Cc1noc(NS(=O)(=O)c2ccc(N/C=C/C(=O)c3cccnc3)cc2)c1C
  -5 | 12
CCOC(=O)c1c(NC(=O)CSc2nc(C)cc(C)c2C#N)sc(C(C)=O)c1C
  49 | /
CC1NC(=O)N(C)[C@@H]2NC(=O)N(C)C(c3ccc([N+](=O)[O-])cc3)[C@@H]12 (some centres not stated)
  / | 16
CC(N)Cc1c[nH]c2ccc(OCc3cccs3)cc12 (configuration not stated)
  / | 73
Cc1ccc(-c2cc(C(F)(F)F)n3ncc(C(=O)N4CCN(C)CC4)c3n2)cc1
  -5 | -30
O=C1NC(c2ccco2)Nc2ccccc21 (configuration not stated)
  5 | 12
Cc1nnc(SCC(=O)NCc2ccco2)n1Cc1ccccc1
  / | -8
O=C(Cn1nnc(-c2ccc3c(c2)OCO3)n1)NCc1ccco1
  1 | -3
COc1ccc(Cc2nnnn2CC(=O)O)cc1
  -7 | /

3 structures already listed, sorted by count of non-hydrogen atoms, high to low.
Every second line gives: RT RNaseH block | RmlC RmlD mix
O=C(Nc1ccc(Cc2ccncc2)cc1)c1ccc(Cl)c([N+](=O)[O-])c1
  / | 11
Cc1nnc(SCC(=O)NCc2ccco2)n1Cc1ccccc1
  / | -8
CCNS(=O)(=O)c1ccc(C)c(-n2cnnn2)c1C
  / | -7

Next records:
Every second line gives: RT RNaseH block | RmlC RmlD mix
O=C(c1cc(F)c(F)cc1Cl)N1CCOCC1
  -4 | 8
CNC(=O)NC(=O)CSc1cccc(C(F)(F)F)c1
  -4 | 8
c1ccc(N2N=C(c3cccs3)CC2c2ccco2)cc1 (configuration not stated)
  / | 10
COc1ccc(C(=O)c2c(C(F)(F)F)oc3c2C(=O)c2ccccc2C3=O)cc1OC
  / | -14
Cn1c(=O)c2c(ncn2CC(=O)N2CCN(c3ccccc3F)CC2)n(C)c1=O
  -7 | 5
O=C(CCC1CCCC1)NCc1ccccn1
  -9 | -1
CCOc1ccc2nc(SCC(=O)Nc3cc4c(cc3C(C)=O)OCO4)[nH]c2c1
  / | 9
O=C(CCC(=O)N1CCCc2ccccc21)N1CCN(S(=O)(=O)c2ccccc2)CC1
  -28 | 10
COc1ccccc1NC(=O)CN1CCN(c2ccc(Cl)cc2)CC1
  -6 | -19
Cc1ccc(-c2nc3ccccc3o2)cc1NC(=O)c1ccc2c(c1)OCO2
  62* | -1
Cc1c(C(=O)OCCOC(C)C)[nH]c2c1C(=O)CC(C)(C)C2
  -8 | -5
Cc1cc(C(=O)Nc2ccc3c(c2)OCCO3)c(C)o1
  -5 | -7
O=C(O)c1ccccc1OCCOc1ccccc1
  -4 | -9
Brc1ccccc1Cn1c(-c2cncs2)nc2ccccc21
  -76 | -9
Cc1ccccc1NC(=O)CCSc1nnnn1-c1ccccc1
  / | -8
CCOC(=O)c1cnc(-n2nc(C)cc2C)nc1Nc1ccccc1OC
  / | -10
COC(=O)c1ccc(-c2ccc([C@H]3[C@H]4C=CC[C@@H](C)[C@@H]4C(=O)N3Cc3ccccc3)c(F)c2)cc1
  / | -5
Nc1ccc(N2CCCCC2)cc1N1CCCCC1
  -3 | /
Cc1nn(C)cc1CNC(=O)Nc1ccc(Cl)c(Cl)c1
  / | 2
CCN(CC)CCNC(=O)Cc1c(C(=O)O)n(CC)c2ccccc12
  0 | -9
O=C(O)C1C2C=CC(C2)C1C(=O)NCCCn1ccnc1 (configuration not stated)
  -3 | -10
O=c1[nH]c2cc3c(cc2cc1CN(Cc1cccs1)Cc1nnnn1Cc1ccco1)OCCO3
  7 | 6
Clc1ccccc1CN(Cc1ccco1)Cc1nnnn1C1CCCC1
  / | 9
Cc1ccc(NC(=O)Cn2cnc3c(=O)n(C)c(=O)n(C)c32)c(C)c1
  -6 | 3
COc1ccc(S(=O)(=O)N2c3cc(Cl)ccc3Oc3nc4ccccc4nc32)cc1
  / | -9
Cc1ccc(C(=O)N(c2ccccc2)C2CC(C)N(C(=O)c3ccco3)c3ccccc32)cc1 (configuration not stated)
  / | 0
CCc1ccc(CNCCNCC(C)O)cc1 (configuration not stated)
  / | 6
CC1=C(C(=O)Nc2ccc(C)cc2)C(c2ccc(C)o2)C2=C(CC(C)(C)CC2=O)N1 (configuration not stated)
  4 | 5
O=S(=O)(/C=C/c1ccccc1)c1ccccc1
  / | 10
O=C(O)CCc1nn2c3ccccc3nc2n(-c2ccccc2)c1=O
  -6 | 13
Cc1ccc(Oc2cc(C)nc(-c3ccccc3O)n2)cc1
  -13 | 6
O=C(O)c1cn(-c2ccccc2)nc1-c1cccnc1
  -6 | -6
CCC(Oc1ccc(C)c(C)c1)C(=O)O (configuration not stated)
  -2 | -12
O=C(CCn1nc(-c2ccc(Cl)cc2)ccc1=O)N1CCN(c2ccccn2)CC1
  -13 | /
O=C(Cc1ccc(Br)cc1)NC1CCCCC1
  / | -1
C=CCn1c(N)c(C(=O)OCC)sc1=S
  / | -1
Cc1ccc(Oc2ncccc2/C=N/OCc2ccc(Cl)c(Cl)c2)cc1
  / | -6
CCOC(=O)c1ccc(S(=O)(=O)N2CCN(C)CC2)cc1
  / | -11
COc1ccc(-c2cc(=O)c3ccccc3s2)cc1
  -36 | -8
CCc1ccc(-n2nnnc2SCC(=O)NNC(=O)c2ccco2)cc1
  / | 4
COc1ccccc1N(CC(=O)Nc1ccc2c(c1)OCO2)S(=O)(=O)c1ccccc1
  -14 | -11
CCCN(c1nc(C)cc(OC)n1)S(=O)(=O)c1ccccc1
  -6 | 17
CCN1CCN(c2ncc3c(n2)CC(c2ccc(OC)c(OC)c2)CC3=O)CC1 (configuration not stated)
  5 | 12
O=C(COc1ccc(S(=O)(=O)NC2CCCCC2)cc1)NC1CCCCC1
  / | -17
CC(Nc1ccc(Br)cn1)c1cc(Cl)ccc1O (configuration not stated)
  -116 | /
CCCOc1ccc2c3c(c(=O)oc2c1OCCC)CCCC3
  / | -8
CC(C)(C)c1ccc(S(=O)(=O)NCC(=O)Nc2ccc(-c3nc4ccccc4s3)cc2)cc1
  / | 2
O=C(O)C[C@H]1c2cc(F)ccc2S(=O)(=O)N1C1CCN(Cc2ccccc2)CC1
  / | -11
COc1ccc(-c2nn(-c3ccccc3)cc2C(=O)Nc2nccs2)cc1
  / | 3
COc1cccc(C(=O)N/N=C(/c2ccccc2)c2ccccn2)c1
  / | 9
CCOc1ccc(N(CC)C(=O)COc2cc(=O)n(C)c3ccccc23)cc1
  -32 | 10
CC(C)OC(=O)c1c(NS(=O)(=O)c2ccccc2)sc2c1CCCC2
  / | -2
CNc1cnn(-c2ccccc2)c(=O)c1Cl
  / | 7
CCOC(=O)N1CCN(C(=O)C2CC(c3cc(OC)ccc3OC)=NO2)CC1 (configuration not stated)
  -2 | -14
Cc1nc(Nc2ccccc2)[nH]c(=O)c1CCC(C)C
  -7 | -33
COc1cccc(C2=NOC(C(=O)NC(C)(C)C)C2)c1 (configuration not stated)
  -7 | 22
O=C(CC(NS(=O)(=O)c1ccc(Cl)cc1)c1ccco1)N1CCc2ccccc21 (configuration not stated)
  / | 17
CCOc1ccccc1C(=O)NC(CO)C(=O)O (configuration not stated)
  / | 14
O=C(NC1CCS(=O)(=O)C1)c1ccc(S(=O)(=O)NCC2CCCO2)cc1 (configuration not stated)
  -4 | -11
CCCCn1cc(C(=O)c2cc(Br)ccc2O)cc(C#N)c1=O
  / | 69

Other entries follow:
Every second line gives: RT RNaseH block | RmlC RmlD mix
O=C(Nc1ccc(NC(=O)c2ccco2)cc1)c1cnccn1
  0 | 2
COc1c(C(O)CC(C)C)ccc2c1C(=O)OCc1cc(C)cc(O)c1O2 (configuration not stated)
  / | -4
Cc1nc2ccccc2n1CC(=O)NCCN1CCOCC1
  / | -12
CC(C)c1nc2sc3c(NCc4ccco4)ncnc3c2c2c1COC(C)(C)C2
  28 | -19
CCCCn1c(SCc2nnc(-c3ccccc3)o2)nc2c1c(=O)n(C)c(=O)n2C
  -6 | -7
CC(=O)Nc1cccc(C(=O)Oc2cccc(C)c2)c1O
  8 | 8
CC(C)(C)c1ccc(C2CC2C(=O)N/N=C\c2cc3ccccc3nc2Cl)cc1 (configuration not stated)
  / | -15
O=C(CN1C(=O)COc2ccccc21)NCc1ccccn1
  / | -6
CC(=O)c1ccc(N2CCN(C(=O)C3CCCN(S(=O)(=O)c4cnc[nH]4)C3)CC2)cc1 (configuration not stated)
  7 | 8
CCCc1cc(-c2ccc(O)c(OCC)c2)c(C#N)c(N)n1
  -12 | -1
Cc1ccc(CC2CC(=O)N(c3nc4ccccc4n3C)C2=O)cc1 (configuration not stated)
  / | 13
Nc1nc2n(n1)C(c1cccs1)CC(c1ccccc1)N2 (configuration not stated)
  -4 | -14
COc1cccc(-c2nnc(SCC(N)=O)n2-c2ccc(Cl)cc2)c1
  -35 | -48
Cc1n[nH]c(C)c1S(=O)(=O)N(CC(=O)N1CCc2ccccc21)c1ccc(C(C)C)cc1
  51* | 2
CC(C)OC(=O)CSc1nnc(-c2cccnc2)n1Cc1ccccc1
  -4 | 5
COc1ccc(-n2cnc3cc(NCc4cccs4)ccc32)cc1
  -2 | /
CCC(=O)N1c2ccccc2NC2=C(C(=O)CCC2)C1c1ccccc1 (configuration not stated)
  / | 10
CCOC(=O)Cn1c(-c2cccnc2Cl)nc2cc(C)c(C)cc21
  / | 9
COc1ccc(C2(O)CCN(C(=O)c3ccc4c(c3)OCO4)CC2)cc1
  -6 | 7
Nc1ccc(C(=O)c2ccc3c(c2)OCCO3)cc1N
  10 | 8
CSc1ccc(Cl)c(C(=O)NCC(C)C)c1
  0 | 10

An excerpt, so the mix of outcomes need not match the whole.
